# Assay outcomes as filed in PubChem BioAssay.
# GPR151 activ = activates the human receptor GPR151; Q8TDV0; PathHunter beta-arrestin GPR151 cells, luminescence; activation, % at 11.2 µM; hit rate 1% among 650,000; in the data active = activation above about 4.9%;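 also: 0% = median of compound wells and 100% = cells with positive control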
# Target sequence (Q8TDV0 whole entry, looked up): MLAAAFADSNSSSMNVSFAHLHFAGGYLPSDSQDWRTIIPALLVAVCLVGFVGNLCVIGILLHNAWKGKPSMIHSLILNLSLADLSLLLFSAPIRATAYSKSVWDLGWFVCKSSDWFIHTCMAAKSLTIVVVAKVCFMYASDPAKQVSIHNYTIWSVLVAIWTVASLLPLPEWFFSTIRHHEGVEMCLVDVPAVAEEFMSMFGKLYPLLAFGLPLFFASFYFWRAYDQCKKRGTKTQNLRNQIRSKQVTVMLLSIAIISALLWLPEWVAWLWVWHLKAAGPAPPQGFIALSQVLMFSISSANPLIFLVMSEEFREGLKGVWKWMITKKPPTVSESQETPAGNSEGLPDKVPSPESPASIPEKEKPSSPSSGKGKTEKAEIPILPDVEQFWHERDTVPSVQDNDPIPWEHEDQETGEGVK
# TEAD-YAP inh = TEAD-YAP interaction inhibition; HEK-TIYL cells, TEAD-Gal4/YAP UAS-luciferase luminescence; inhibition, % at 9.12 µM; hit rate 1.4% among 640,000; AID 1259422; in the data active = inhibition above about 32%;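 also: 0% = median of test compound wells and 100% = reference inhibitor wells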
# MITF inh = human MITF inhibition, primary screen. hit rate 0.91% among 650,000. AlphaScreen MITF homodimerization, bead proximity signal. O75030. inhibition, % at 2.6 µM; in the data active = inhibition above about 50%;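 also: 0% = vehicle wells with protein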
# Target sequence (O75030 whole entry, looked up): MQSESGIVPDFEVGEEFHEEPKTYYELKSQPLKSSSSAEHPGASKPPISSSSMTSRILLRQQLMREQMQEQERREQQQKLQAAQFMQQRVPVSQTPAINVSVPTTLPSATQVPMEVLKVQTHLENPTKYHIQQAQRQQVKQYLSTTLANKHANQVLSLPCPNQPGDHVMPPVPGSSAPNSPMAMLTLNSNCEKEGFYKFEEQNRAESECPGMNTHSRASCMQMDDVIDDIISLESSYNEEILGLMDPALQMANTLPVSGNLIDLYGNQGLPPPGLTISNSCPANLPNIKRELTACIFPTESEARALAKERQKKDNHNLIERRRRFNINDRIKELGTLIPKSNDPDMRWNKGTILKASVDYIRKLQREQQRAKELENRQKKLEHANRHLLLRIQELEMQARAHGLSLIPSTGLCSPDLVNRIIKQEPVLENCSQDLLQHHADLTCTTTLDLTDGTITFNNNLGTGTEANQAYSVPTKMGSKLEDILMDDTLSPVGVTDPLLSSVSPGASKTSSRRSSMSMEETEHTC
# FBW7 act = human FBW7 E3 ligase activation, primary screen. Q969H0. AlphaScreen FBW7–phospho-cyclin E peptide binding, activator screen. normalized activity (activation), % at 26.1 µM. hit rate 0.13% among 650,000; in the data active = normalized activity above about 1.9%;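 also: purified mutant Fbw7 with reduced substrate affinity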
# * hit, by the source's call. An unsorted share of the library; 3.4% or so of the library scored in one or more.
entry	structure	GPR151 activ	TEAD-YAP inh
1	CC1=C(C(=O)Nc2ccccc2F)C(c2ccco2)C(C#N)=C(SCC(N)=O)N1 (configuration not stated)	0.0	3.9
2	CCOC(=O)N1CCN(C(=O)C2CC23CCN(C2Cc4ccccc4C2)CC3)CC1 (configuration not stated)	-1.6	-9.0
3	CCOc1ccccc1OCCCCn1c(-c2ccc(Cl)cc2)nc2ccccc2c1=O	0.6	-3.7
4	COc1ccc(Cl)cc1C(=O)Nc1c2c(nn1-c1ccccc1)CSC2	0.2	4.5
5	COC(=O)Cc1c(C)nc2nc(NCc3cccc(Cl)c3)[nH]n2c1=O	1.4	7.3
6	O=C(OCC(=O)c1ccc[nH]1)c1ccc(I)cc1	1.0	4.0
7	CC(=O)N(C1=C(N2CCCCCC2)C(=O)c2ccccc2C1=O)C1CCCCC1	-1.4	-58.5
8	O=C1c2cccc3c(N4CCCCC4)ccc(c23)C(=O)N1CCOC(=O)C12CC3CC(CC(C3)C1)C2	1.1	-2.8
9	COc1ccc(/C=C(/NC(=O)c2ccccc2)C(=O)Nc2ccc(C)c(C)c2)cc1OC	0.4	0.3
10	CCCCOc1ccc(C(=O)NCc2nnc(SCC(=O)N3CCc4ccccc43)n2-c2cc(OC)ccc2OC)cc1	-1.2	-0.7

entry	MITF inh	FBW7 act
1	-4.5	0.0
2	-9.8	0.3
3	-8.2	0.1
4	21.3	0.0
5	4.2	-0.1
6	2.6	0.1
7	16.9	0.4
8	-5.2	0.0
9	22.7	0.6
10	-12.9	0.0

# The listing continues.
entry	structure	GPR151 activ	TEAD-YAP inh
11	CCCn1cnc2c(cnn2-c2ccc(F)cc2)c1=O	-1.7	-34.2
12	CCOc1ccc(CC(=O)Nc2c(C(=O)c3ccc(F)cc3)oc3ccccc23)cc1OCC	0.4	7.4
13	COc1ccc(-c2ccc(C(=O)NCCc3ccc(O)cc3)s2)cc1	-11.5	-15.8
14	Cc1cc(O)ccc1N1C(=O)c2cccc3cccc(c23)C1=O	0.1	3.0
15	COCCOC(=O)C1=C(C)NC(=O)NC1c1ccc(O)cc1 (configuration not stated)	0.4	13.4
16	Cc1ccc2c(c1)N(CC(=O)Nc1ccc3c(c1)OCCO3)C(=O)C(C)O2 (configuration not stated)	-0.6	0.9
17	CCOC(=O)c1c(NC(=O)COc2ccc(Cl)cc2)sc(C(=O)Nc2ccc(C)c(Cl)c2)c1C	-0.5	-15.0
18	COc1ccc(N2CCN(C(=O)c3ccc4nc(N5CCCCC5)sc4c3)CC2)cc1	0.1	-7.5
19	O=C(NC12CC3CC(CC(C3)C1)C2)c1cncc(Br)c1	2.5	5.2
20	Cc1cc(OCC(=O)Nc2ccc(N(C)C)cc2)ccc1C(C)C	1.0	-17.9

entry	MITF inh	FBW7 act
11	1.5	-0.1
12	13.4	0.2
13	-13.2	0.4
14	10.6	-0.5
15	-0.7	-0.3
16	16.9	0.1
17	8.0	0.0
18	4.0	0.0
19	7.2	0.1
20	13.2	-0.4

# More records follow.
entry	structure	GPR151 activ	TEAD-YAP inh
21	Cc1cc(C)nc(N(C#N)S(=O)(=O)c2ccc(Br)cc2)n1	1.0	-3.1
22	COC(=O)c1cccc(-c2ccc(/C=C3\C(=O)N(c4ccc(C)c(Cl)c4)N=C3C)o2)c1	-0.7	5.8
23	O=C(CN1C(=O)c2ccccc2C1=O)NCC1(c2cccs2)CCCC1	1.8	11.1
24	CC(=O)Nc1ccc(NC(=O)c2cccc(Nc3ccc(N4CCOCC4)cc3)n2)cc1	-0.6	5.0
25	O=C1c2ccccc2C(Nc2ccccc2)N1c1cccnc1 (configuration not stated)	3.4	-15.7
26	COc1ccc(-c2cc(C(=O)N3CCC(C(N)=O)CC3)c3ccccc3n2)cc1	1.6	-12.6
27	COc1ccc(Br)c(C(=O)Nn2c(C)nc3ccccc3c2=O)c1	-0.8	-4.6
28	CCCCn1c(=NC(=O)c2cccs2)c(C(=O)OCC)cc2c(=O)n3ccccc3nc21	0.6	-2.8
29	COc1ccc(S(=O)(=O)CCC(=O)Nc2cccc(C(F)(F)F)c2)cc1	-0.5	5.5
30	Cc1ccccc1-n1nc2c(c1NC(=O)c1ccc(S(=O)(=O)N3CCCCC3)cc1)CS(=O)(=O)C2	-2.9	-6.1

entry	MITF inh	FBW7 act
21	-18.0	-0.1
22	5.6	0.1
23	0.3	-0.2
24	10.7	-0.2
25	-8.7	-0.2
26	-2.6	-0.1
27	-3.8	-0.1
28	-0.6	0.7
29	2.2	-0.1
30	2.9	-0.1

# Going on with the list:
entry	structure	GPR151 activ	TEAD-YAP inh
31	O=C1C2CC=C(Cl)CC2C(=O)N1CCCN1CCOCC1 (configuration not stated)	0.4	0.4
32	N/N=C(\Cc1nc2ccccc2[nH]1)c1ccccc1	2.7	-7.3
33	O=C(O)c1ccc(SCc2cccc(Br)c2)c([N+](=O)[O-])c1	-0.4	5.9
34	O=[N+]([O-])c1ccc(/C=N/Nc2ccc3ccccc3n2)o1	0.0	-15.5
35	CCC(C)NC(=O)C(=O)N/N=C(\C)CC(=O)NC1CCCCCCC1 (configuration not stated)	-0.1	-4.7
36	CCC(=O)N1CCN(c2ccc(Cl)cc2NC(=O)c2cccc([N+](=O)[O-])c2)CC1	1.3	7.8
37	O=C(NN1CCN(c2ccccc2)CC1)c1cc(Cl)sc1Cl	-1.2	2.4
38	Cc1cc(C)cc(NC(=O)c2n[nH]c3ccccc23)c1	-10.4	11.4
39	CN(C)CCn1nc(-c2cccc(-n3cccc3)c2)oc1=O	0.7	-4.2
40	O=C(Nc1cccc([N+](=O)[O-])c1)c1ccc(Cl)c(S(=O)(=O)N2CCCCCC2)c1	-0.4	1.0

entry	MITF inh	FBW7 act
31	4.3	0.2
32	15.7	0.8
33	15.9	0.0
34	-11.6	0.0
35	11.7	0.3
36	9.2	-0.1
37	13.9	0.1
38	11.1	0.0
39	-3.9	0.0
40	3.3	0.5

# 2 compounds picked at random from the list so far:
entry	structure	GPR151 activ	TEAD-YAP inh
34	O=[N+]([O-])c1ccc(/C=N/Nc2ccc3ccccc3n2)o1	0.0	-15.5
10	CCCCOc1ccc(C(=O)NCc2nnc(SCC(=O)N3CCc4ccccc43)n2-c2cc(OC)ccc2OC)cc1	-1.2	-0.7

entry	MITF inh	FBW7 act
34	-11.6	0.0
10	-12.9	0.0

# Remaining list, next part.
entry	structure	GPR151 activ	TEAD-YAP inh
41	CC(=O)Oc1cccc(N2C(=O)c3ccc([N+](=O)[O-])cc3C2=O)c1	1.0	0.0
42	Cc1ccc(Nc2nc3ccccc3n3c(C)nnc23)c(Br)c1	-0.5	7.2
43	O=C1N[C@@H](Cc2c[nH]c3ccccc23)C(=O)N2CCN(C(=O)OCc3ccccc3)C[C@H]12	-1.3	0.5
44	CC(C)=CCN1C[C@@H](C)[C@@H]2OCCC=C2[C@H]1c1ccccc1Cl	-1.1	1.9
45	N#CC12C(N)=NC3(OCCO3)C1(C#N)C2c1cccc(Br)c1 (configuration not stated)	1.8	-1.7
46	CC1(C2CC2)NC(=O)N(CC(=O)Nc2ccc(Cl)c([N+](=O)[O-])c2)C1=O (configuration not stated)	4.6	-1.3
47	COc1ccc(Nc2nc(-c3cc4ccccc4oc3=O)cs2)cc1	-1.0	-21.6
48	CCOC(=O)c1c(CC(C)C)csc1NC(=O)CCl	1.4	10.2
49	Fc1cc2nc(-c3ccc(Cl)cc3)c(-c3ccc(Cl)cc3)nc2cc1Cl	2.8	-1.8
50	O=C(O[C@@H]1Cc2c(O)cc(O)cc2O[C@@H]1c1cc(=O)c(O)c2c(O)c(O)cc([C@H]3Oc4cc(O)cc(O)c4C[C@H]3O)c2c1)c1cc(O)c(O)c(O)c1	4.1	0.5

entry	MITF inh	FBW7 act
41	5.4	-0.1
42	6.9	0.1
43	10.2	0.8
44	12.5	0.6
45	-8.5	0.0
46	7.5	0.1
47	-5.9	0.4
48	2.1	0.4
49	-5.7	-0.2
50	105.5*	-0.5

# (next part)
entry	structure	GPR151 activ	TEAD-YAP inh
51	COc1ccc(C2(CNC(=O)c3ccc(OC)c([N+](=O)[O-])c3)CCCC2)cc1OC	3.3	-10.6
52	COc1ccc(-c2noc(CC(=O)Nc3ccc(C(C)C)cc3)n2)cc1	6.0*	-6.1
53	COc1cc(/C=c2\sc3nc4ccccc4n3c2=O)ccc1O	4.0	3.6
54	O=C(CSc1n[nH]c(-c2ccncc2)n1)c1ccc(F)cc1	2.2	2.6
55	Cc1cc(C)nc(NS(=O)(=O)c2ccc(Nc3nc(-c4c(C)nc5sccn45)cs3)cc2)n1	0.6	-16.9
56	CCN(CC)C(=O)CSc1nc2cc3c(cc2c(=O)n1CCCC(=O)NCc1ccc2c(c1)OCO2)OCO3	-0.1	7.8
57	CCCc1[nH]nc2c1C(c1ccccc1OC)C(C#N)=C(N)O2 (configuration not stated)	1.6	4.5
58	CCOc1ccc(C=C2C(=O)NC(=O)NC2=O)cc1Cl	0.8	-1.7
59	O=C(Nc1ccc(F)cc1)N1CCN(Cc2nnnn2-c2cccc(F)c2)CC1	1.2	16.1
60	O=C1OC(C2CCCCC2)=N/C1=C\c1ccc([N+](=O)[O-])cc1	2.7	1.0

entry	MITF inh	FBW7 act
51	4.7	0.1
52	2.3	0.1
53	8.7	0.1
54	-7.4	-0.1
55	-18.1	0.1
56	-5.2	-0.1
57	4.2	0.0
58	14.9	-0.2
59	-8.3	-0.1
60	14.8	0.0

# 14 entries out of the list, sorted by number of heavy atoms, descending:
entry	structure	GPR151 activ	TEAD-YAP inh
50	O=C(O[C@@H]1Cc2c(O)cc(O)cc2O[C@@H]1c1cc(=O)c(O)c2c(O)c(O)cc([C@H]3Oc4cc(O)cc(O)c4C[C@H]3O)c2c1)c1cc(O)c(O)c(O)c1	4.1	0.5
56	CCN(CC)C(=O)CSc1nc2cc3c(cc2c(=O)n1CCCC(=O)NCc1ccc2c(c1)OCO2)OCO3	-0.1	7.8
12	CCOc1ccc(CC(=O)Nc2c(C(=O)c3ccc(F)cc3)oc3ccccc23)cc1OCC	0.4	7.4
43	O=C1N[C@@H](Cc2c[nH]c3ccccc23)C(=O)N2CCN(C(=O)OCc3ccccc3)C[C@H]12	-1.3	0.5
22	COC(=O)c1cccc(-c2ccc(/C=C3\C(=O)N(c4ccc(C)c(Cl)c4)N=C3C)o2)c1	-0.7	5.8
51	COc1ccc(C2(CNC(=O)c3ccc(OC)c([N+](=O)[O-])c3)CCCC2)cc1OC	3.3	-10.6
1	CC1=C(C(=O)Nc2ccccc2F)C(c2ccco2)C(C#N)=C(SCC(N)=O)N1 (configuration not stated)	0.0	3.9
4	COc1ccc(Cl)cc1C(=O)Nc1c2c(nn1-c1ccccc1)CSC2	0.2	4.5
35	CCC(C)NC(=O)C(=O)N/N=C(\C)CC(=O)NC1CCCCCCC1 (configuration not stated)	-0.1	-4.7
25	O=C1c2ccccc2C(Nc2ccccc2)N1c1cccnc1 (configuration not stated)	3.4	-15.7
21	Cc1cc(C)nc(N(C#N)S(=O)(=O)c2ccc(Br)cc2)n1	1.0	-3.1
19	O=C(NC12CC3CC(CC(C3)C1)C2)c1cncc(Br)c1	2.5	5.2

entry	MITF inh	FBW7 act
50	105.5*	-0.5
56	-5.2	-0.1
12	13.4	0.2
43	10.2	0.8
22	5.6	0.1
51	4.7	0.1
1	-4.5	0.0
4	21.3	0.0
35	11.7	0.3
25	-8.7	-0.2
21	-18.0	-0.1
19	7.2	0.1

entry	structure	GPR151 activ	TEAD-YAP inh
32	N/N=C(\Cc1nc2ccccc2[nH]1)c1ccccc1	2.7	-7.3
6	O=C(OCC(=O)c1ccc[nH]1)c1ccc(I)cc1	1.0	4.0

entry	MITF inh	FBW7 act
32	15.7	0.8
6	2.6	0.1

# Next entries
entry	structure	GPR151 activ	TEAD-YAP inh
61	Cc1ccc(-n2cnc3ccccc32)cc1	0.8	8.2
62	O=C(NCc1ccc(F)cc1)c1nnc(Cc2ccc(Cl)cc2Cl)o1	-0.5	2.2
63	CCCN(CCC)c1c([N+](=O)[O-])cc(C(=O)O)cc1[N+](=O)[O-]	0.4	5.8
64	C=CCN(CC=C)S(=O)(=O)c1ccc(NC(=O)c2ccccc2Br)cc1	0.1	2.5
65	O=C(CSc1nc2ccccc2c(=O)[nH]1)NCCO	-0.1	-1.6
66	O=C(OC1CCOC1=O)c1cc(=O)c2ccccc2o1 (configuration not stated)	1.6	4.4
67	COc1ccc(CC(=O)NCC2CCCN(CCCn3cccn3)C2)cc1 (configuration not stated)	0.3	-1.1
68	Cc1ccc(N2CC(C(=O)N/N=C/c3c(F)cccc3Cl)CC2=O)cc1 (configuration not stated)	1.7	-3.1
69	CCOC(=O)C(C#N)C1(c2ccc(OC)cc2)CCOC(C)(CC)C1 (configuration not stated)	-0.4	7.9
70	O=C(CSc1ccc(-c2ccco2)nn1)Nc1ccc(F)c(F)c1	0.2	9.1

entry	MITF inh	FBW7 act
61	10.7	0.2
62	-10.3	0.0
63	12.9	0.0
64	10.2	0.1
65	-7.5	-0.2
66	8.5	-0.2
67	-6.6	0.0
68	-7.2	0.1
69	-10.6	-0.2
70	4.7	0.0

# Going on with the list.
entry	structure	GPR151 activ	TEAD-YAP inh
71	Cc1cc(C)cc(-n2nc3c(c2NC(=O)c2ccc(S(=O)(=O)N(C)C)cc2)CSC3)c1	0.0	-7.8
72	O=C(c1cc(-c2ccc(F)cc2)no1)N1CCN(c2ccc(F)cc2)CC1	1.3	-1.1
73	Cc1ccc(/C=C/C(=O)NCc2ccc(Cl)c(Cl)c2)o1	0.6	1.7
74	CSCCC(NC(=O)c1ccccc1)C(=O)NCc1ccco1 (configuration not stated)	0.8	5.6
75	COC(=O)CCC(=O)NNC(=O)c1ccccc1[N+](=O)[O-]	1.8	2.9
76	COc1ccc(-c2ocnc2C(=O)Nc2nc3c(s2)CCCC3)cc1OC	-0.1	-1.9

entry	MITF inh	FBW7 act
71	-1.4	0.0
72	-1.6	-0.2
73	-1.9	0.1
74	-2.0	0.0
75	2.5	0.2
76	-3.3	-0.4
